# Source: PubChem BioAssay (Johns Hopkins Ion Channel Center)
# Kir21 inh – blocks the mouse Kir2.1 inward-rectifier potassium channel | AID 1672 | HEK293-Kir2.1, FluxOR thallium flux fluorescence; stronger effect = lower value | 310,000 tested, 0.85% active | P35561 | B-score at 10 µM;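 active = fluorescence ratio B-score at or below minus 3 SD of library scores, with starting-brightness B-score within 2 SD, cut at about -4.2 in these data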;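 also: channel flux triggered by added potassium and thallium sulfate stimulus; B-score of peak minus minimum fluorescence over baseline after thallium stimulus; more negative B-score means stronger Kir2.1 block with less thallium influx; some compounds called inactive have numbers as strong as hits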
# Target sequence (P35561 whole entry, looked up): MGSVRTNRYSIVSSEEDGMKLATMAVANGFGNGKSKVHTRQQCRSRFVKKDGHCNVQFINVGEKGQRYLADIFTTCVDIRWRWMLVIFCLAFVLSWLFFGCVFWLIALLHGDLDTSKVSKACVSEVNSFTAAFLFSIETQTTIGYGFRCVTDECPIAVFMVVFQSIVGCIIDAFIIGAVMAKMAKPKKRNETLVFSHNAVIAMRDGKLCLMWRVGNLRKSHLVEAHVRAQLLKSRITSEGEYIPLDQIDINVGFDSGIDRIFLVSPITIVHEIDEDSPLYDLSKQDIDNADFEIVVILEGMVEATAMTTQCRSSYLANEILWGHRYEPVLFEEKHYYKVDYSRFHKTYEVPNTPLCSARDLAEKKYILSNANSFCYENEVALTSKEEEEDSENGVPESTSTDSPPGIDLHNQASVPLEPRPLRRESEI
# CHT block – human CHT choline transport inhibition; CHT-expressing cells, membrane potential dye, choline response; stronger effect = lower value; B-score at 10 µM; AID 488975; 310,000 tested, 0.86% active; Q9GZV3;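 active = B-score over 3 SD under the library average, and starting fluorescence ratio not unusually high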;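 also: choline stimulus applied at its EC90 after an EC20 pre-addition; B-score computed on integrated fluorescence ratio after choline addition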
# Target sequence (Q9GZV3 whole entry, looked up): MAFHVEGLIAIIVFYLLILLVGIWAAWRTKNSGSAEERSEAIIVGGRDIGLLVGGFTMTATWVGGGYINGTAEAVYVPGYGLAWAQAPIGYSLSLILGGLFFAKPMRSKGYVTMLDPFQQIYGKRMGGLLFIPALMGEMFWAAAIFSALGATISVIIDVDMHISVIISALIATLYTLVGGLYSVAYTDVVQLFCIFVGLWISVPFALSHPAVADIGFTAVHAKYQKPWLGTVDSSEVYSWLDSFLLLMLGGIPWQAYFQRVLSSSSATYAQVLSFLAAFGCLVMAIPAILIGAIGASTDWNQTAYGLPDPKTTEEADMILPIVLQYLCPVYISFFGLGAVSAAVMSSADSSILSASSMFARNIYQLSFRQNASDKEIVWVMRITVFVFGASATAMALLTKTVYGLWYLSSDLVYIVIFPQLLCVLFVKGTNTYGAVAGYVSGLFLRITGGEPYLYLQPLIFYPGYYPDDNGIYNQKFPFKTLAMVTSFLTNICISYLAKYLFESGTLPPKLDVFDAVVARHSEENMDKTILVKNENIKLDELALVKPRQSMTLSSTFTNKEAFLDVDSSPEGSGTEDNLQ
# * hit, by the source's call; i = inactive; . = not tested or not shown; ! = not confirmed by another sample.
# Second line of a record – Kir21 inh	CHT block
COc1ccc(C)cc1S(=O)(=O)N1CCN(Cc2ccccc2)CC1
→ -1.8	i
Cc1ccc(NC(=O)CCN2C(=O)c3ccccc3Sc3ncccc32)cc1
→ -1.9	i
COc1ccc(NS(=O)(=O)c2ccc(N3CCN(CCO)CC3)c([N+](=O)[O-])c2)cc1
→ 0.11	i
CC(NC(=O)c1cc(-c2ccc3c(c2)OCO3)nc2ccccc12)C(C)(C)C (stereo not given)
→ -0.11	i
O=C(O)c1ccc(Cl)c(NC(=O)C2CCCN2S(=O)(=O)c2cccc3nsnc23)c1 (stereo not given)
→ 2.1	i
Cc1n[nH]c(=O)n1-c1cccc(C(F)(F)F)c1
→ 0.59	i
O=c1[nH]cccc1-c1nc2ccccc2n1Cc1ccccc1F
→ -0.05	i
CCCCOc1ccccc1C(=O)N(Cc1ccc(C)o1)C1CCS(=O)(=O)C1 (stereo not given)
→ -0.88	i
O=c1ccc(Oc2nc(N3CCOCC3)nc(N3CCOCC3)n2)nn1-c1ccccc1
→ 1.1	i
O=C(CCCCCNC(=O)N1CCn2c1nc1ccccc12)N[C@@H](Cc1ccccc1)C(=O)O
→ -0.42	i
O=C(Nc1cnccn1)Nc1ccc(Cl)cc1Cl
→ 1.1	i
Cc1nc(SCC(=O)NCCc2ccccc2)c2c(=O)n(C)c(=O)n(C)c2n1
→ 0.21	i
O=C(NC1CCN(C(=O)NC2CCCCC2)CC1)c1cccc(F)c1
→ 1.1	i
CC(=Nc1ccccc1)C1=C(O)COC1=O
→ -0.79	i
O=C(c1cccc(C(F)(F)F)c1)C1CCCN(C(=O)c2cc(C3CC3)[nH]n2)C1 (stereo not given)
→ -0.83	i
Cc1cc(-n2c(C)cc(C(=S)N3CCOCC3)c2C)ccc1Br
→ -0.79	i
COc1cc(Cl)ccc1OCc1cc(C(=O)N2C[C@@H]3CCC[C@H]2C3)no1
→ 0.84	i
Cc1cc(O)cc(O[C@H]2OC(CO)[C@H](O)[C@@H](O)[C@H]2O)c1 (stereo not given in full)
→ 0.67	i
COc1ccc(C2=C(CN(C)C)C(c3ccccc3)c3ccccc3O2)cc1 (stereo not given)
→ -5.2*!	i
Cc1ccc(CN2CCN(C(=O)CC(C)C)CC2)cc1
→ -0.72	i
O=C(Nc1cccc(F)c1)c1coc(=O)c(Br)c1
→ -1.2	i
CCN1CCCC1CNC(=O)c1ccc2c(=O)n(CCOC)c(=O)[nH]c2c1 (stereo not given)
→ 1.9	i
CN(CCO)c1ncnc2nc[nH]c12
→ 0.04	i
COc1ccc(-c2noc(C)c2-c2ccc3ccccc3n2)c(O)c1
→ -0.61	i
CN(c1ccccc1)S(=O)(=O)c1ccc(NC(=O)c2ccco2)cc1
→ 0.19	i
Cn1c(O)c(C=NCC2CCNCC2)c(=O)n(C)c1=O
→ -1.2	.
CCCc1cc(-c2n[nH]c(=S)n2-c2cccc(C)c2)cs1
→ -0.95	i
O=C(Nc1ccc(Cl)cn1)C1CC1
→ -1.7	i
Cc1cc(Cc2cc(C)c(N)cc2C)c(C)cc1N
→ 0.68	i
O=C(Nc1cc(Cl)ccc1Oc1ccccc1)C1=COCCO1
→ 1.5	i
O=C(O)c1cc(NS(=O)(=O)c2cccc3ccccc23)ccc1O
→ 1.4	i
O=C(NCCN1CCNCC1)c1ccccc1O
→ -1.6	i
c1ccc(Nc2ccc3c4c(cccc24)CC3)cc1
→ -0.05	i
COc1ccccc1N1CCN(CC(=O)Nc2ccc(Cl)c(C(F)(F)F)c2)CC1
→ 2.5	i
COc1ccc(NC(=O)c2ccccc2-c2ccccc2)c(C)c1
→ -1.5	i
Cc1cc(N2CC(C(=O)Nc3nccs3)CC2=O)ccc1C(C)C (stereo not given)
→ -0.65	i
Clc1cccc(-c2ccnc3nc(-n4cccc4)nn23)c1
→ -0.04	i
CSCC[C@H](NC(=O)[C@@H]1Cc2ccccc2CN1)C(=O)NC1CCCCC1
→ -1.9	i
COc1cccc(NC(=O)Nc2ccc(C)c(Cl)c2)c1
→ 0.12	i
COc1ccc(C(=O)CNc2ccccc2C#N)cc1
→ -1.1	i
COc1cccc(C(=O)C2CCCN(Cc3c(C)n(C)n(-c4ccccc4)c3=O)C2)c1 (stereo not given)
→ 0.51	i
COC(=O)c1cc(=O)n(-c2c(Cl)cc(C(F)(F)F)cc2Cl)[nH]1
→ 1.1	i
Cc1nnc(SCc2cc(=O)[nH]c(N3CCN(Cc4ccccc4)CC3)n2)s1
→ 0.21	i
Cc1cc(C)nc(SCC(=O)c2ccc(F)cc2F)n1
→ 0.74	i
COc1cccc(C(=O)NCc2nnc(SCC(=O)Nc3nccs3)n2-c2ccccc2)c1
→ -0.22	i
O=C(Cc1csc(-c2ccccc2)n1)NCc1cccs1
→ 0.12	i
CC(c1ccccc1)n1c(-c2ccc(Cl)cc2)n[nH]c1=S (stereo not given)
→ -0.14	i
O=C(COc1cc2oc(=O)c3c(c2cc1Cl)CCC3)N1C[C@H]2C[C@@H](C1)c1cccc(=O)n1C2
→ -1.1	i
CCC(C)[C@H](NC(=O)OC(C)(C)C)c1nnc(SCc2c(C)[nH]c(=O)[nH]c2=O)o1 (stereo not given in full)
→ 0.17	i
Cc1cc(C)nc(SCC(=O)Nc2ncccn2)n1
→ 0.39	i
CC(SCC(=O)O)c1nc2ccccc2[nH]1 (stereo not given)
→ -2	-5.7*
COc1ccc(NC(=O)Cc2nnc(SCC(=O)Nc3cc(C)ccc3OC)n2C)cc1
→ 1.3	i
O=C(Nc1c(C(=O)Nc2cccc(F)c2)oc2ccccc12)c1ccc2c(c1)OCO2
→ 0.56	i
O=C(CN1CCOc2ccccc21)N1CCN(c2cccc(Cl)c2)CC1
→ 2.4	i
OCCC1CN(Cc2cccs2)CCN1Cc1ccccc1 (stereo not given)
→ 0.11	i
CN(C)c1oc(-c2ccccc2Cl)nc1S(=O)(=O)c1ccccc1
→ -0.27	i
CCOC(=O)/C(=N\Nc1ccc(C(C)=O)cc1)c1csc(Nc2ccccc2)n1
→ -2	i
COc1ccccc1-n1c(COc2ccccc2-c2ccccc2)nnc1SCC(=O)c1c(N)n(C)c(=O)n(C)c1=O
→ 4.4	i
NC(=O)c1ccccc1NC(=O)CN1CCCCCC1
→ 0.07	i
Cc1cccc(C(=O)NCC(=O)OCCOc2ccccc2Cl)c1
→ -0.1	i

# Record cards, as listed above.
# Results for O=C(CN1CCOc2ccccc21)N1CCN(c2cccc(Cl)c2)CC1 → Kir21 inh: 2.4; CHT block: i
# Results for O=C(COc1cc2oc(=O)c3c(c2cc1Cl)CCC3)N1C[C@H]2C[C@@H](C1)c1cccc(=O)n1C2 → Kir21 inh: -1.1; CHT block: i

# (continued)
# Second line of a record – Kir21 inh	CHT block
CN(C)C(=O)Nc1ccccc1CC[N+](=O)[O-]
→ 0.23	i
NS(=O)(=O)c1ccc(N/N=C/c2ccccc2Br)cc1
→ -0.02	i
CCOC(=O)c1cc2sc(C)cc2n1CC(=O)Nc1ccc2c(c1)OCCO2
→ -0.02	i
COc1ccc(CCNc2nc(C)nc3c2nnn3Cc2ccccc2)cc1OC
→ -0.44	i
CCOC(=O)Nc1ccc(S(=O)(=O)Nc2nccc(C)n2)cc1
→ -0.05	i
CCc1ccc(Oc2cc(Cl)nc(N)n2)cc1
→ 0.52	i
Cc1ccc(C(O)c2ccc(-n3ccnc3)cc2)cc1 (stereo not given)
→ 0.06	i
CCn1c(SCC(=O)Nc2ccc(C(C)=O)cc2)nc2nc3c(cc2c1=O)CCCC3
→ 1.2	i
O=P(c1cccs1)(c1cccs1)c1cccs1
→ 0.6	i
COc1ccc(CN2CCN(Cc3ccco3)CC2)c(OC)c1
→ -0.64	i
COC(=O)COc1cccc2c(=O)n(CC(=O)N3CCCc4ccccc43)ccc12
→ 0.66	i
COC(=O)c1ccccc1NC(=O)c1c(Br)cnn1C
→ 1.4	i
COC(=O)c1ccccc1NC(=S)N1CCN(c2ccc(OC)cc2)CC1
→ 0.15	i
Cc1cc(/C=C(\C#N)C(=O)OCC(=O)NC(=O)NC(C)(C)C)c(C)n1CCC(C)C
→ -0.02	i
COc1ccc(/C=C2\C(=O)OCc3cc(OC)c(OC)cc32)cc1OC
→ 0.8	i
Cc1sc2nc(COC(=O)c3cccc(S(=O)(=O)N(C)c4ccccc4)c3)[nH]c(=O)c2c1C
→ 0.95	i
Cc1nnc(NC(=O)c2cc3ccccc3o2)s1
→ -0.5	i
O=C(CNS(=O)(=O)c1ccc(Br)s1)N1CCN(c2ncccn2)CC1
→ 1.6	.
CCOC(=O)C1CCN(C(=O)CCc2c(C)nc3cc(-c4ccc(OC)cc4OC)nn3c2C)CC1
→ -0.46	i
Cc1ccc(S(=O)(=O)NCCC(=O)N2CCCCCC2)cc1
→ -0.12	i
CSc1ccccc1NC(=O)CN(C)CC(=O)NCC(=O)Nc1ccc(F)cc1
→ 0.15	i
Cc1ccc(C)c(NC(=S)NC(C)C(c2cccs2)N2CCOCC2)c1 (stereo not given)
→ -1	i
COc1ccc(OC(C)=O)c(C2c3cc(OC)c(OC)cc3CCN2C(C)=O)c1 (stereo not given)
→ 0.03	i
COc1ccc(OC)c(NC(=O)N[C@@H](Cc2ccccc2)C(=O)O)c1
→ 3.1	i
COC(=O)C1=C(C)N(CCc2ccccc2)C(=O)C1
→ .	i
COc1cccc(C2C(C#N)=C(N)OC3=C2C(=O)CC(c2ccco2)C3)c1OCc1ccc(F)cc1 (stereo not given)
→ 0.94	i
COc1ccc(CN2CCSc3sccc3C2=O)cc1
→ 1.1	i
CCCCn1c(N)c(N(CC)C(=O)c2ccc(Cl)c(Cl)c2)c(=O)[nH]c1=O
→ 0.03	i
CCc1cccc(NC(=O)CCNS(=O)(=O)c2ccc3[nH]c(=O)oc3c2)c1
→ -1.2	i
CCOC(=O)c1ccccc1NC(=O)Cn1cnc2c(cnn2-c2ccc(OC)cc2)c1=O
→ .	i
C/C(=N/NC(=O)CN1CCN(Cc2ccccc2)CC1)c1ccc([N+](=O)[O-])cc1
→ -1.8	i
CC(NC(=O)NC1CCCCC1)C(c1cccs1)N1CCN(C)CC1 (stereo not given)
→ -3.8	i
CC1=C(c2ccccc2)C(=S)NC(C)(C)C1
→ -0.02	i
O=C(CCN1C(=O)C2CC=CCC2C1=O)N1CCN(c2ccccn2)CC1 (stereo not given)
→ -1.4	i
CC(=O)C(/C=N/c1cc(-c2ccc(C)cc2)nn1-c1ccccc1)=C(\C)O
→ 0.18	i
Cc1cccc(NC(=O)c2cc(=O)[nH]c3ccccc23)c1
→ 0.6	i
CC(=O)c1cccc(N=Nc2c(C)[nH]c3ccccc23)c1
→ 1.5	i
CC(CC(=O)O)CC(=O)Nc1cc(C(F)(F)F)cc(C(F)(F)F)c1 (stereo not given)
→ -0.06	i
COc1ccc(Cl)cc1C(=O)Nc1ccccc1N1CCN(C)CC1
→ -1.4	i
O=C(Nc1ccc(S(=O)(=O)Nc2ncccn2)cc1)C1=NN(c2ccccc2)C(=O)CC1
→ 1.3	i
CCCCCCCCOC1OC(CO)C(O)C(O)C1NC(C)=O (stereo not given)
→ 1.9	i
O=C(CCCc1nc(-c2ccccc2)no1)N1CCOCC1
→ -0.04	i
CC(=O)Nc1sc(N/N=C/c2ccc(C)cc2)nc1-c1ccc(C)cc1
→ 0	i
COc1cc(OC)cc(C(=O)NNC(=S)Nc2ccc(S(N)(=O)=O)cc2)c1
→ 0	i
N#C/C(=C\c1cccnc1)C(=O)Nc1ccc(O)cc1F
→ -0.32	i

# Ordered by length of the SMILES (rising): part of the list above.
# Second line of a record – Kir21 inh	CHT block
Cc1cccc(NC(=O)c2cc(=O)[nH]c3ccccc23)c1
→ 0.6	i
CC(=O)Nc1sc(N/N=C/c2ccc(C)cc2)nc1-c1ccc(C)cc1
→ 0	i
COc1cc(OC)cc(C(=O)NNC(=S)Nc2ccc(S(N)(=O)=O)cc2)c1
→ 0	i

# Further records
# Second line of a record – Kir21 inh	CHT block
C=CCc1cc(C=O)cc(OCC)c1O
→ 0.93	i
O=C(O)CC1=C(Nc2ccccc2)C(=O)N(c2ccccc2)C1c1ccc(F)cc1 (stereo not given)
→ 0.16	-6.4*
CCC1Oc2ccc(C)cc2N(Cc2cccc(C)c2)C1=O (stereo not given)
→ -0.45	i
O=C(CN1C(=O)c2ccccc2C1=O)Nc1cccc([N+](=O)[O-])c1
→ 0.53	i
O=C(CCc1nnc(COc2ccccc2)o1)NCc1ccccc1
→ 1.4	i
CCOc1ccc(NC(=O)CC2C(=O)N(c3cccc(OC)c3)C(=O)N2C(C)C)cc1 (stereo not given)
→ 0.11	i
O=C(NCCc1c[nH]c2ccccc12)C(=O)Nc1ccccc1
→ 0.66	i
CCOC(=O)c1sc2nc(CC(=O)OC)nc(NCc3ccc(Cl)cc3)c2c1C
→ 0.13	i
Cc1nc2ccc(Br)cn2c1C(=O)N/N=C\c1ccccc1[N+](=O)[O-]
→ 0.25	i
CCC1CCCCN1C(=O)c1nn2cccnc2c1Cl (stereo not given)
→ -1.4	i
O=C(Nc1ccc(Oc2cccc(C(F)(F)F)c2)nc1)c1ccccc1
→ 0.36	i
NC(=O)NC(CC(=O)Nc1cccnc1)c1cccc(Br)c1 (stereo not given)
→ 3.6	i
Cc1nn(-c2ccc(C(=O)O)cc2)c(N)c1-c1ccccc1
→ -0.36	i
O=C1CC(N2CCN(c3nc4ccccc4s3)CC2)C(=O)N1Cc1cccs1 (stereo not given)
→ -0.68	i
CCCC/C=C/[C@H](c1ccccc1)[C@H](CO)Cc1cccnc1
→ -0.09	i
Cc1cc(NC(=O)c2ccccc2O)nc(C)n1
→ -2	i
COc1ccc(CC2(CO)CCN(Cc3c(C)nn(C(C)C)c3C)CC2)cc1
→ 0	i
